MBNL1 CUG block = qHTS Assay for Inhibitors of MBNL1-poly(CUG) RNA binding. Muscleblind-like protein 1 (Homo sapiens), Q9NR56. TR-FRET MBNL1-His/biotin-(CUG)12 binding, 665/545 ratio. Potency, µM (top dose mostly 57.5 µM), for inactives: top-dose activity change, negative = inhibition, most hits filed as inhibitors. hit rate 0.036% among 280,000; active means well fitted inhibition curve with a large enough effect in the signal ratio, with a control signal flat, not every such curve was filed as active; inconclusive means small, poorly fitted or top-dose-only effect, or effect the other way, or a change in a side signal; inactive means no such curve, though single readings can be large or run the other way; the % refers to the signal ratio; further: on the % scale 0 is the no-effect control and ±100 the full control effect
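His-tagged MBNL1 binding to biotinylated (CUG)12 RNA was measured by TR-FRET using terbium anti-His antibody (0.055 ng/ul final) and streptavidin-XL665 (5 nM final). Compounds were titrated 92 nM to 58 uM; 60 min at room temperature.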
p53 reactivator = qHTS assay for re-activators of p53 using a Luc reporter | H1299 p53-A138V BP100-luciferase reporter, luminescence, 24 h | Potency, µM (doses to about 92.2 µM), without a hit: top-dose activity change, positive = activation, usual class: activators | hit rate 0.063% among 320,000 | AID 504706, 2011; further: % of control where 0% means no effect; nearly all actives have a fitted effect of over 45% in size
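p53-null H1299 cells stably carrying temperature-sensitive p53-A138V and a BP100-luciferase reporter were pinned with compounds (4-point, 1:5 series) and held 24 hrs at 37 deg C. Luminescence was read 10 min after detection reagent.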
ELG1 genotoxic = qHTS screen for small molecules that induce genotoxicity in human embryonic kidney (HEK293T) cells expressing luciferase-tagged ELG1 | HEK293T ELG1-luciferase reporter, luminescence, 16 h | hit rate 1.3% among 330,000 | Potency, µM (titrated, usually from 46 µM), without a hit: at the highest dose activity change, positive = activation, hits mostly activators; further: % of control where 0% means no effect; nearly all actives have a fitted effect of over 60% in size
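ELG1-luciferase HEK293T cells, 2,000/well; compound pinned in; 16 hr, 37 °C, 5% CO2; ONE-Glo, 30 min RT; luminescence on CCD imager.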
MLL CXXC-DNA inh = qHTS Fluorescence Polarization Assay for Inhibitors of MLL CXXC domain - DNA interaction; Potency, µM (top dose mostly 115 µM), inactives show at the highest dose activity change, negative = inhibition, hits mostly inhibitors; AID 2662, 2010; MLL-CXXC / FITC-HOXA9 DNA fluorescence polarization; hit rate 0.037% among 290,000; active means well fitted inhibition curve with a large enough effect in the polarisation, with a control signal flat, not every such curve was filed as active; inconclusive means small, poorly fitted or top-dose-only effect, or effect the other way, or a change in a side signal; inactive means no such curve, though single readings can be large or run the other way; the % refers to the polarisation
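Fluorescence polarization: 7 uM MLL-CXXC (stock) preincubated 5 min with compounds, then 50 nM fluorescein-HOX-A9 DNA (stock) added; 30 min ambient. Buffer 50 mM Tris-HCl pH 7.5, 50 mM NaCl, 1 mM DTT, 0.05% BSA.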
NPC1 promoter act = qHTS Assay for NPC1 Promoter Activators. Huh7 NPC1 promoter luciferase reporter, 24 h. Potency, µM (series often up to 9.22 µM), for the others: at the top dose activation, most hits filed as activators. hit rate 2.4% among 320,000. AID 485313, 2010;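 further: % of control where 0% means no effect; nearly all actives have a fitted effect of over 60% in size; reporter is driven by a mutant NPC1 promoter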
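Luminescence from an NPC1 promoter-driven luciferase reporter in stably transfected Huh7 cells was measured after 24 h compound treatment at 37 °C, followed by 10 min ambient incubation with luciferase detection reagent.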
Rab9 prom act = qHTS Assay for Rab9 Promoter Activators | hit rate 2.8% among 320,000 | Huh7 Rab9 promoter-luciferase reporter, luminescence, 24 h | Potency, µM (doses to about 9.22 µM), for the others: top-dose activation, negative = inhibition, most hits filed as activators | AID 485297, 2010; further: % of control where 0% means no effect; nearly all actives have a fitted effect of over 60% in size
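Rab9 promoter-driven luciferase in stably transfected Huh7 cells; 1500 cells/well rested 2 h, exposed to compound in DMSO for 24 h at 37 °C, 5% CO2. Luminescence read 10 min after adding luciferase reagent at ambient temperature.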
BRCA1 expr up = qHTS Assay to Identify Small Molecule Activators of BRCA1 Expression; MCF7-BRCA1-FFLuc reporter, luminescence, 48 h; response scale: scaled: vehicle 0%, 10 µM genistein 100%; Potency, µM (series often up to 46.1 µM), inactives show top-dose activation, hits mostly activators; hit rate 1.1% among 380,000; AID 624202, 2012; further: nearly all actives have a fitted effect of over 80% in size; some results filed as inactive show a strong effect at the top dose
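48 h compound treatment of MCF7-BRCA1-FFLuc cells (phenol-red free MEM, 37 °C), then 15 min with luciferase substrate and luminescence imaging.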
RORgamma inh = qHTS for inhibitors of ROR gamma transcriptional activity | Nuclear receptor ROR-gamma (Mus musculus), P51450 | Drosophila S2 Gal4-RORgamma UAS-luciferase reporter, 20 h | Potency, µM (highest dose often 53.6 µM), for inactives: at the top dose activity change, negative = inhibition, hits mostly inhibitors | hit rate 5.4% among 310,000; further: on the % scale 0 is the no-effect control and ±100 the full control effect; nearly all actives have a fitted effect of over 60% in size
Target sequence (P51450 whole entry, looked up, the tested form may be a part): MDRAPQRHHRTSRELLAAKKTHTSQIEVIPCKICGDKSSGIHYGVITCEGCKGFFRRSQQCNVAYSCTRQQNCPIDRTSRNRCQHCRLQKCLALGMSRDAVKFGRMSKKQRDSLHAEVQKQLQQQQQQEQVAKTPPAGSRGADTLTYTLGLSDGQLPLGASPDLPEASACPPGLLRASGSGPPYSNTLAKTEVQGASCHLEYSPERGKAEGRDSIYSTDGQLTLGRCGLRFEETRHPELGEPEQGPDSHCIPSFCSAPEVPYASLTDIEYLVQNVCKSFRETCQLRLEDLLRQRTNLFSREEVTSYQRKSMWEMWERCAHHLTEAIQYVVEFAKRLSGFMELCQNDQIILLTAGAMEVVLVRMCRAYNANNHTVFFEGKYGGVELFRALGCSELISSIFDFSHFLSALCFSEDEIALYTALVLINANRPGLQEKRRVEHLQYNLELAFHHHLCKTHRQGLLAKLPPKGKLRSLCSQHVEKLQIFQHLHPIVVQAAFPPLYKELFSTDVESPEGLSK
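Luciferase reporter read in Schneider cells carrying Gal4-RORγ (mouse) and UAS-Photinus luciferase; cells given compound 1 h before 700 uM copper sulfate induction, then incubated 20 h at ambient temperature.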
VP16 counter = VP16 counterscreen qHTS for inhibitors of ROR gamma transcriptional activity. Drosophila S2 Gal4-VP16 UAS-luciferase, luminescence, 20 h. Potency, µM (titrated, usually from 53.6 µM), inactives show at the top dose activity, negative = inhibition, hits mostly inhibitors. hit rate 3.5% among 310,000. AID 2546, 2010;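 further: Gal4-VP16 expression switched on by copper sulfate through the metallothionein promoter; on the % scale 0 is the no-effect control and ±100 the full control effect; nearly all actives have a fitted effect of over 50% in size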
FLuc modulator = qHTS profiling assay for firefly luciferase inhibitor/activator using purifed enzyme and Km concentrations of substrates (counterscreen for miR-21 project); Luciferin 4-monooxygenase (Photinus pyralis), P08659; purified FLuc, Km substrates, luminescence inhibition; hit rate 6.9% among 360,000; Potency, µM (highest dose often 57.5 µM), without a hit: at the highest dose activity change, negative = inhibition, most hits filed as inhibitors;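 further: plate controls were vehicle for no effect and reference inhibitor for full effect; nearly all actives have a fitted effect of over 55% in size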
Target sequence (P08659 whole entry, looked up): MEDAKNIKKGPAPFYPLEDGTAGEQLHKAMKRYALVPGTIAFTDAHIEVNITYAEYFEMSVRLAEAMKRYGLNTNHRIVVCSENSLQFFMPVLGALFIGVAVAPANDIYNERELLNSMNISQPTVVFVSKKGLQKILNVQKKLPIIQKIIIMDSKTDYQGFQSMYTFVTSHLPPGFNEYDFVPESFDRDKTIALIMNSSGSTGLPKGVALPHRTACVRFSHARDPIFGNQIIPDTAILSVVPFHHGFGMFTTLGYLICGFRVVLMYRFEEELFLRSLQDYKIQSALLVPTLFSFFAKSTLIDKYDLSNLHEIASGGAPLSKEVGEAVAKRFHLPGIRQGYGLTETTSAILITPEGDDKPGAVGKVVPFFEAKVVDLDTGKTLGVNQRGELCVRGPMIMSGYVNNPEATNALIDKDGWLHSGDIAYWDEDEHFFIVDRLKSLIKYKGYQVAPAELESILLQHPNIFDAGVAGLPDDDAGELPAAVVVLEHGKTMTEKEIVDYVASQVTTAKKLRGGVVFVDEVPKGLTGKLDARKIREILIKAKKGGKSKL
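Purified P. pyralis luciferase, 10 nM final, with Km-level 10 uM D-luciferin and 10 uM ATP in 50 mM Tris acetate pH 7.5, 10 mM Mg acetate, 0.01% Tween-20, 0.05% BSA; 6-point qHTS titration about 60 µM downward; luminescence read.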
uPA generation = qHTS for Inhibitors of Cell Surface uPA Generation; Potency, µM (series often up to 38.3 µM), for inactives: at the highest dose activity change, negative = inhibition, actives largely listed as inhibitors; hit rate 0.31% among 330,000; cell surface uPA generation assay, qHTS; active means well fitted inhibition curve with a large enough effect; inconclusive means small, poorly fitted or top-dose-only effect; inactive means no such curve, though single readings can be large or run the other way; tested in mouse RAW 264.7 cells; further: on the % scale 0 is the no-effect control and ±100 the full control effect; nearly all actives have a fitted effect of over 55% in size
Starred values were filed as active, the others as inactive; ? = inconclusive; . = not tested or not shown; [ ] = dose if it differs, or a comment. Unless noted, the call rests on the fitted dose curve; in most records, active means well fitted curve in the direction sought with a large enough effect; inconclusive means small, poorly fitted or top-dose-only effect, or another doubt; inactive means no such curve, though single readings can be large; an effect the other way counts as inactive or inconclusive. Potency means the concentration at half of the fitted maximal effect. A portion of the library. The share of hits here may be higher or lower than overall.

SMILES	MBNL1 CUG block	p53 reactivator	ELG1 genotoxic	MLL CXXC-DNA inh	NPC1 promoter act	Rab9 prom act	BRCA1 expr up	RORgamma inh	VP16 counter	FLuc modulator	uPA generation
CC(C)c1nc2c(c(=O)c3ccccc3n2C)c(=O)n1-c1ccc(F)cc1	-4%	3%	2%	22%	-1%	-3%	-4%	?	-9%	-11%	-11%
COc1ccc(N(C(=O)c2cnsn2)C(C(=O)NC2CCCCC2)c2ccncc2)cc1 (stereo not given)	.	8%	-1%	4%	-3%	0%	-29%	-13%[10 µM]	17%	-2%	1%
Cc1ccc(S[C@@H](CCN2CC[C@H](C(C)(C)C)CCC2=O)c2ccccc2)cc1	-3%	-3%	-3%	-1%	0%	-6%	-33%	-4%	10µM*	-10%	7%
C[C@H](NC(=O)c1nc[nH]c1C(=O)NCC(=O)OCc1ccccc1)C(=O)OCc1ccccc1	11%	3%	-3%	-3%	0%	-3%	-4%	?	-17%	-2%	6%
COc1ccc2c(c1)c(C(=O)CN1CCC3(CC1)OCCO3)c(C)n2C	2%	-6%	-3%	9%	-4%	-1%	25%	-20%	-4%	-1%	-2%
Cc1ccccc1-c1nc(Cc2ccc(Cl)cc2)no1	5%	12%	23µM*	5%	14%	2%	23%	36%	0%	?	6%
CC1CCc2sc3ncnc(N4CCN(C)CC4)c3c2C1 (stereo not given)	-9%	3%	-3%	1%	-2%	1%	-15%	-21%	-6%	-6%	1%
COC(=O)COc1ccc2oc(=O)cc(-c3cc4ccccc4o3)c2c1	?	0%	10%	-1%	7%	0%	-16%	10%	4%	0%	-3%
CCC(CC)NC(=O)c1cccc(Br)c1	-5%	-5%	0%	17%	0%	-3%	1%	-1%	1%	-2%	-4%
COc1ccccc1N1CCN(C2CCN(C(=O)c3cccs3)CC2)CC1	-6%	4%	-1%	1%	-7%	0%	-17%	-21%	1%	7%	-6%
COc1ccc(/C=C/c2nc(S(=O)(=O)c3ccccc3)c(N(C)C)o2)cc1	6%	2%	-6%	-14%	-3%	-8%	0%	30%	-1%	-2%	-9%
CC1CCCN(C(=O)C2CCN(c3nc(-c4ccccc4)nc4c3CCC4)CC2)C1 (stereo not given)	-3%	-2%	-20%	0%	-3%	-3%	-35%	7%	-11%	-1%	-3%
CN(C)S(=O)(=O)N1CCN(c2cccc(Cl)c2)CC1	-1%	-12%	1%	-4%	3%	-2%	-1%	21%	1%	-2%	2%
COC(=O)c1ccccc1N(C)S(=O)(=O)c1cc2c3c(c1)CCC(=O)N3CCC2	.	20%	-6%	.	1%	-5%	-7%	.	.	-2%	3%
Cc1cc(NS(=O)(=O)c2ccc(NC(=O)c3cc4cc(Br)ccc4oc3=O)cc2)no1	5%	3%	5%	1%	-1%	-3%	-9%	-1%	5%	?	-7%
Cc1cccc(OCCC(=O)OCC(=O)N2CCc3ccccc32)c1	0%	1%	0%	4%	4%	2%	-1%	-26%	-11%	-15%	-2%
CCCC1=C(C(=O)OCC)C(/C=C/c2ccccc2)n2ncnc2N1 (stereo not given)	6%	-4%	8%	2%	-12%	-1%	-71%	20µM*	-3%	-2%	.
O=C(COC(=O)c1ccc(Cl)cc1)NC(=O)NC1CCCC1	.	6%	1%	.	-1%	0%	-16%	.	.	0%	0%
Cc1c(Br)c([N+](=O)[O-])nn1C(C)C(=O)NCc1cccs1 (stereo not given)	13%	-4%	-4%	3%	-7%	1%	-21%	14%	-9%	6%	-6%
N=C(N)Sc1nc(N2CCCCC2)nc(N2CCCCC2)n1	-12%	6%	0%	3%	3%	-1%	3%	9%	7%	-1%	1%
CCn1c2ccc(C)cc2c2nnc(NN)nc21	10%	-2%	-5%	3%	-3%	-10%	-27%	1.6µM*	-7%	-2%	-4%
COc1cccc(CNC(=O)C2CCC(CNS(=O)(=O)c3cccc4nsnc34)CC2)c1 (stereo not given)	?	-6%	-17%	11%	2%	5%	-2%	37%	8%	8%	6%
Cc1nc(N2CCC(C)CC2)c2c(C)c(C(=O)Nc3cccc(C(F)(F)F)c3)sc2n1	8%	-5%	-6%	8%	1%	-6%	-77%	2%	-4%	0%	-1%
Cc1cc2occ(CC(=O)NCc3cccs3)c2cc1C(C)C	10%	-6%	1%	3%	-2%	1%	-7%	-6%	-8%	1%	-1%
Cc1nc2ccccn2c1C(=O)N/N=C/c1ccccc1Cl	-2%	1%	-2%	-17%	-4%	2%	-20%	-34%	-5%	-10%	-7%
CC(SCc1cc(=O)n2c([nH]c3ccccc32)c1C#N)C(=O)O (stereo not given)	-13%	-6%	-4%	34%[activator]	5%	-7%	-21%	-3%	-3%	?	2%
CC(C)=NOCC(=O)Nn1c(COc2c(C)cccc2C)nc2ccccc2c1=O	0%	-3%	-6%	-1%	2%	0%	-17%	7%	7%	0%	4%
O=C1Nc2ccccc2C(O)(C(=O)NCc2ccco2)N1c1ccccc1 (stereo not given)	-1%	-6%	-1%	6%	2%	-2%	12%	10%	0%	0%	2%
CCC(CO)Nc1ncnc2onc(-c3ccc(F)cc3)c12 (stereo not given)	-4%	-3%	2%	3%	1%	-1%	-10%	23%	-2%	2%	-5%
CNC(=O)c1cc(Cl)c(OC)c(OC)c1	?	-2%	-1%	12%	-4%	1%	6%	-6%	0%	-2%	7%
CCN(CC(=O)Nc1ccccc1OC)C(=O)CN1C(=O)NC2(CCCC2)C1=O	.	6%	10%	.	0%	4%	-19%	.	.	5%	2%
CN(C)c1cccc(C(=O)NCCCSc2ccccc2)c1	-10%	30%	?	?	23%	20%	72%	4%	-2%	?	1%
O=C(NCc1ccccc1)c1ccc(CS(=O)(=O)Cc2ccc(F)cc2)o1	1%	-1%	0%	5%	-1%	0%	0%	7%	12%	0%	-18%
Cc1c(Cl)cccc1N1C(=O)C(N2C(=O)c3cccc([N+](=O)[O-])c3C2=O)C1c1cccs1 (stereo not given)	4%	-4%	1%	-4%	-1%	4%	-11%	0%	-7%	2%	-6%
O=C(NCc1ccc2c(c1)OCO2)c1cc(-c2ccccc2Cl)on1	-4%	11%	9%	5%	1%	-2%	?	32%	?	17µM*	-1%
CC1CCC2(CC1)NC(=O)N(CC(=O)N1CCN(C(=O)c3cccs3)CC1)C2=O (stereo not given)	.	-8%	2%	.	-12%	2%	-1%	.	.	8%	7%
CN(C(=O)c1c[nH]c(=O)cc1C(F)(F)F)c1ccc(Cl)cc1	-15%	-2%	-2%	-7%	-2%	-8%	-8%	28%	5%	-1%	2%
Cc1ccc(C2=CSC3=NCCN23)c(C)c1	0%	-4%	-1%	-1%	1%	1%	-18%	-21%	-8%	1%	-1%
CCOCC(=O)Nc1nnc(COC)s1	-13%	9%	2%	10%	0%	-1%	2%	?	-8%[0.365 µM]	-54%	4%
OC(CC#CCN1CCCCC1)(c1ccccc1)c1ccccc1	-1%	.	-3%	-8%	-2%	4%	-25%	-18%[1.91 µM]	-2%	-1%	-5%
Cn1c(=O)oc2cc(S(=O)(=O)NCc3ccc(F)cc3)ccc21	-3%	-7%	10%	28%	-2%	0%	-16%	14%	3%	-2%	-3%
COc1ccc(NC(=O)CCn2c(=O)c3cccn3c3ccccc32)cc1	-2%	1%	-6%	2%	-3%	-2%	-25%	8%	4%	-9%	-2%
CC(=O)c1cccc(NC(=O)c2noc3c2CCc2ccccc2-3)c1	4%	6%	?	16%	4µM*	2.5µM*	?	0.71µM*	2.2µM*	2.4µM*	-15%
CCOCCCNC(=O)N[C@@H](C)C(=O)OC	-4%	-7%	1%	0%	0%	-5%	2%	-10%	-4%	3%	.

Just RORgamma inh and uPA generation (two entries from above):
structure	RORgamma inh	uPA generation
COc1ccc(NC(=O)CCn2c(=O)c3cccn3c3ccccc32)cc1	8%	-2%
Cn1c(=O)oc2cc(S(=O)(=O)NCc3ccc(F)cc3)ccc21	14%	-3%

Bioassay records: PubChem BioAssay, National Center for Advancing Translational Sciences (NCATS)
